AMA1 RON2 block: qHTS for Inhibitors of AMA1-RON; Towards Development of Antimalarial Drug Lead: Primary Screen; Plasmodium falciparum AMA1 (3D7) - RON2 peptide interaction; AlphaScreen AMA1-biotinylated RON2 peptide binding; Potency, µM (highest dose often 58.2 µM), for the others: at the top dose activity change, negative = inhibition, usual class: inhibitors; actives 0.2% (n = 360,000);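 also: potency is read from the fitted curve at half-maximal effect; 0% = vehicle wells and -100% = peptide control; nearly all actives have a fitted effect of over 45% in size; some results filed as inactive show a strong effect at the top dose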
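AMA1 (3D7) with his tag at 25 nM final met compounds first, then biotinylated RON2 peptide at 25 nM; detection used donor plus acceptor beads, 10 µg/mL apiece, read by AlphaScreen after 30 min at room temperature.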
Sm TGR inh: qHTS Assay for the Inhibitors of Schistosoma Mansoni Peroxiredoxins; AID 485364, 2010; purified TGR, DTNB reduction, TNB absorbance 405 nm; actives 3% (n = 360,000); Potency, µM (titrated, usually from 114 µM), without a hit: at the highest dose activity change, negative = inhibition, actives largely listed as inhibitors; Schistosoma mansoni thioredoxin glutathione reductase (TGR), Q962Y6; also: potency is read from the fitted curve at half-maximal effect; nearly all actives have a fitted effect of over 60% in size
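TGR 20 nM + NADPH 100 uM (dispensed conc.), cpd preinc 15 min RT; start with NADPH (500 uM addition) then DTNB (15 mM addition). Kinetic TNB absorbance, 405 nm filter. Four-parameter Hill fit across titration.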
Tb PYK inh: qHTS of Trypanosoma Brucei Inhibitors | pyruvate kinase (Trypanosoma brucei), Q57TT1 | TbPYK enzyme, Kinase-Glo Plus ATP luminescence, 45 min | Potency, µM (doses to about 76.8 µM), for the others: at the top dose activity, negative = inhibition, actives largely listed as inhibitors | actives 0.12% (n = 410,000); also: potency is read from the fitted curve at half-maximal effect; nearly all actives have a fitted effect of over 50% in size
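Quantitative HTS: titrated library compounds versus trypanosomal pyruvate kinase in TEA buffer (pH 7.2) containing KCl, MgCl2, BSA and Tween-20. Reactions were initiated with ADP, 130 uM final. Kinase-Glo Plus luminescence was read after 45 min at RT.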
LmPK inh: qHTS Assay for Inhibitors of Leishmania Mexicana Pyruvate Kinase (LmPK) | Q27686 | purified LmPK, Kinase-Glo ATP luminescence, 1 h | Potency, µM (titrated, usually from 57.5 µM), for inactives: at the highest dose activity change, negative = inhibition, usual class: inhibitors | actives 0.37% (n = 290,000) | AID 1721, 2009; also: potency is read from the fitted curve at half-maximal effect
Target sequence (Q27686 whole entry, looked up): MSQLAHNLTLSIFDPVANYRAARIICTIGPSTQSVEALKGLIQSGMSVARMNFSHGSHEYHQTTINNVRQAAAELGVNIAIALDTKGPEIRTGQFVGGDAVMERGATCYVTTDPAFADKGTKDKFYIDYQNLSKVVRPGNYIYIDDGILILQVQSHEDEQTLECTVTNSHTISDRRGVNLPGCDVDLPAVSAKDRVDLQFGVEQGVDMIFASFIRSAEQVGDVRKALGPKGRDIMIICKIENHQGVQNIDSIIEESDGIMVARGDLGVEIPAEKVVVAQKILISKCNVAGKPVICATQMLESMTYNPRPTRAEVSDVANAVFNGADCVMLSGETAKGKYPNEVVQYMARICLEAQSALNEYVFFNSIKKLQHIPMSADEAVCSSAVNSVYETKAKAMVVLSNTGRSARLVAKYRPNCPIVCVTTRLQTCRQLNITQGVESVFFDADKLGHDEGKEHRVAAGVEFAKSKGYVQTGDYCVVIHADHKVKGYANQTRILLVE
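0.1 nM LmPK, 0.5 mM PEP, 0.1 mM ADP; 50 mM imidazole pH 7.2, 7 mM MgCl2, 50 mM KCl; 1 h RT. Kinase-Glo luminescence readout, normalized to no-enzyme (full inhibition) and uninhibited wells.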
AmpC inh detg: qHTS Inhibitors of AmpC Beta-Lactamase (assay with detergent); P00811; AmpC hydrolysis of nitrocefin, absorbance 480 nm, 0.01% Triton; Potency, µM (top dose mostly 114 µM), inactives show at the top dose activity change, negative = inhibition, most hits filed as inhibitors; actives 0.041% (n = 370,000); AID 485294, 2010;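 also: potency is read from the fitted curve at half-maximal effect; 0% = no-compound wells and -100% = no-enzyme wells; nearly all actives have a fitted effect of over 25% in size; some results filed as inactive show a strong effect at the top dose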
Target sequence (P00811 whole entry, looked up): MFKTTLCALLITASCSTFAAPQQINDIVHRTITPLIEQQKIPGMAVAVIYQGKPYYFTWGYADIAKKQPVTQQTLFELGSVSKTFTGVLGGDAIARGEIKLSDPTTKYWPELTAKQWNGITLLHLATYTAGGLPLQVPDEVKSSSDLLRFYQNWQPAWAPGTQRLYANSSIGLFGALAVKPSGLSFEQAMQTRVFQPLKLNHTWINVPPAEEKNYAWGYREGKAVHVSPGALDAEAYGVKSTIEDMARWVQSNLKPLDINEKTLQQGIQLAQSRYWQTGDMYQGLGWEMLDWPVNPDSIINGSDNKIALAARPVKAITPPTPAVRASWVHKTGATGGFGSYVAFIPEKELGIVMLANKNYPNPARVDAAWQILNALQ
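20 mM phosphate pH 7.0 + 0.01% (detergent screen) or 0.0001% Triton X-100; 5.3 nM AmpC reagent; cpd preinc 15 min RT; nitrocefin (800 uM stock) to start; A480 q20 s × 4 min; Activity was normalised to no-enzyme and no-compound control wells.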
AmpC no deterg: qHTS Inhibitors of AmpC Beta-Lactamase (assay without detergent); AmpC nitrocefin hydrolysis, absorbance 480 nm, 0.0001% Triton; Potency, µM (top dose mostly 57.1 µM), for the others: at the top dose activity change, negative = inhibition, hits mostly inhibitors; actives 0.52% (n = 330,000); AID 485341, 2010;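 also: potency is read from the fitted curve at half-maximal effect; plate controls were no compound for no effect and no enzyme for full effect; nearly all actives have a fitted effect of over 20% in size; some results filed as inactive show a strong effect at the top dose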
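AmpC (5.3 nM in the dispensed reagent) in 20 mM phosphate pH 7.0 with 0.01% (detergent screen) or 0.0001% Triton X-100 was preincubated with compounds for 15 min at room temperature. Nitrocefin was then added from an 800 uM solution, and hydrolysis was followed at 480 nm.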
HCMV antiviral: qHTS Assay for inhibitors of the human cytomegalovirus (HCMV); HFF cells, HCMV-luciferase reporter, 72 h; hits give low values; activity change, negative = inhibition, % at 57.5 µM; actives 4.5% (n = 410,000); in the data active = activity change below about -60%; inconclusive = no clear call, values can overlap the other calls; inactive = above about -39%
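After 16 h attachment at 37C, HFF cells received test compound and HCMV-luciferase (1 PFU/cell); reporter luminescence read 72 h later, data normalized against buffer-only and known inhibitor Salinomycin.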
The depositor's hits bear a star; ? = inconclusive; · = no result given; [ ] = another dose, or the depositor's remark. Unless noted, calls follow the shape of the dose curve; as a rule, active = well fitted curve in the direction sought with a large enough effect; inconclusive = small, poorly fitted or top-dose-only effect, or another doubt; inactive = no such curve, though single readings can be large; an effect the other way counts as inactive or inconclusive. Unless noted, % is scaled to controls: 0 for no effect and ±100 for the full control effect.

SMILES	Tb PYK inh	LmPK inh	AmpC no deterg	Sm TGR inh	HCMV antiviral	AMA1 RON2 block	AmpC inh detg
CC(C)OCCCNC(=O)C(=O)N/N=C/c1ccc(OCc2ccccc2)cc1	5%	3%	-3%	5%	-3	2%	-4%
Cc1ccsc1/C=C1/NC(=O)N(Cc2ccc(F)cc2)C1=O	4%	3%	-16%	·	-25	-8%	2%
CCCn1c(SCC(=O)N2CCCc3ccccc32)nnc1-c1ccccn1	2%	-1%	28%	1%	18	6%	4%
COc1ccc(CC(CC(=O)O)C(=O)Nc2ccc(Cl)c(Cl)c2)cc1 (centres undefined)	1%	1%	-12%	-4%	12	-9%	?
C/C(=N\NC(=O)c1ccccc1[N+](=O)[O-])c1c(O)cc(C)oc1=O	2%	1%	-33%	4%	85	48%[activator]	-11%
O=C(Nc1ncccc1Cl)C(Sc1ccccc1)c1ccccc1 (centres undefined)	-1%	4%	-16%	15%	-18	1%	?
C/C(=N/OCO/N=C(\C)c1ccccc1F)c1ccccc1F	4%	5%	-17%	1%	-24	10%	-8%
CCOC(=O)CSc1nnc(C)n1N	-2%	-3%	4%	0%	18	-8%	-8%
CCOc1ccccc1NC(=O)C(NCCc1ccc(OC)cc1)c1ccccc1 (centres undefined)	6%	-6%	-27%	-24%	-28	19%	3%
O=S(=O)(c1ccc2c(c1)OCCCO2)N1CCNCC1	-1%	1%	-5%	-14%	-14	4%	?
Cc1cccc(NC(=O)C2CC(=O)N(c3ccc4c(c3)OCCO4)C2)n1 (centres undefined)	0%	·	-8%	-4%	-27	-18%	5%
O=C1NC(c2ccccc2Cl)Nc2ccccc21 (centres undefined)	-2%	3%	-6%	-6%	23	-1%	?
CCOC(=O)c1cc(CC)sc1N1C(=O)CC(Sc2ccccc2C(=O)O)C1=O (centres undefined)	-3%	1%	-2%	14µM*	-23	22%	-12%
COC(=O)Cc1c(C)c2c(OCc3nn[nH]n3)cc(C)cc2oc1=O	-15%	-2%	-13%	-7%	17	-5%	?
Cc1nc2c(C(F)(F)F)cccc2c2c1CCS2	3%	0%	-13%	8%	?	13%	-7%
Cc1ccc(-n2ncc(C(=O)NC3CCCC3)c2C2CCN(C(=O)OC(C)(C)C)CC2)c(C)c1	0%	·	·	1%	-18	·	14%
CCCCn1c(=N)n(CCCOc2ccc(F)cc2)c2ccccc21	17%	·	·	5%	-67*	·	27%
COc1ccc(NC(=O)Nc2cccc3c2O[C@H](CN(C)S(=O)(=O)c2cccs2)[C@@H](C)CN([C@H](C)CO)C3=O)cc1	-1%	·	194%[activator]	·	16	-8%	·
CCOC(=O)c1c[nH]c2c([N+](=O)[O-])cc(OC)cc2c1=O	3%	·	·	·	-17	7%	·
Oc1ccc(C=NC2CCCCC2)cc1	-9%	-3%	-22%	?	19	-8%	-10%
CCN(CCCNS(=O)(=O)c1ccc2c(c1)oc(=O)n2C)c1cccc(C)c1	-28%	1%	6%	-13%	13	?	?
CCOc1cccc2sc(N(CCCN(C)C)C(=O)c3ccc(C(=O)c4ccccc4)cc3)nc12	1%	0%	147%[activator]	3%	-77*	-15%	-1%
COCCCn1c(=O)c2ccccc2n2c(=S)[nH]nc12	?	9%	-2%	7%	-21	57%[activator]	?
Cc1ccsc1/C=C1\CCC(C2CCCC2)C1=O (centres undefined)	0%	-7%	-29%	2%	-1	26%	?
CCC(=O)OCc1c(C(F)(F)F)nn(C)c1Sc1ccc(Cl)cc1	·	0%	-10%	-14%	-30	24%	-2%

Whole records, looked up by structure:
COc1ccc(CC(CC(=O)O)C(=O)Nc2ccc(Cl)c(Cl)c2)cc1 (centres undefined) as listed: Tb PYK inh: 1%; LmPK inh: 1%; AmpC no deterg: -12%; Sm TGR inh: -4%; HCMV antiviral: 12; AMA1 RON2 block: -9%; AmpC inh detg: ?
C/C(=N\NC(=O)c1ccccc1[N+](=O)[O-])c1c(O)cc(C)oc1=O as listed: Tb PYK inh: 2%; LmPK inh: 1%; AmpC no deterg: -33%; Sm TGR inh: 4%; HCMV antiviral: 85; AMA1 RON2 block: 48%[activator]; AmpC inh detg: -11%

Carrying on.
SMILES	Tb PYK inh	LmPK inh	AmpC no deterg	Sm TGR inh	HCMV antiviral	AMA1 RON2 block	AmpC inh detg
Cc1nn(-c2ccccc2)c(-n2cccc2)c1C(=O)NCc1ccccc1Cl	4%	·	·	5%	-19	·	4%
O=C(Nc1nc(-c2ccc(Cl)s2)cs1)c1ccco1	2%	0%	-28%[11.4 µM]	40µM*	16	-9%	-15%
CCOC(=O)CSc1nc(N)c(C#N)c(CC(C)C)c1C#N	3%	0%	-2%	5%	-14	9%	-14%
O=C1c2cccc3c(N4CCCCC4)ccc(c23)C(=O)N1c1ccc(O)cc1	-9%	-2%	-33%	6%	-62*	0%	0%
O=C(c1cccn2c(=O)c3ccc(Cl)cc3nc12)N1CCC2(CC1)OCCO2	2%	-4%	-5%	-1%	13	-4%	?
Cc1cc(-c2nnc(SCC(=O)c3ccc(Cl)cc3)o2)no1	3%	1%	-16%	6%	?	-8%	2%
CCCCn1nnc(NC(=O)c2ccc(-c3cccc(Cl)c3)o2)n1	-5%	2%	-2%	25µM*	·	-4%	-15%
COc1ccc2c(CC(=O)OCC(=O)N(C)c3c(N)n(Cc4ccccc4)c(=O)[nH]c3=O)coc2c1	2%	·	·	·	-6	24%[11.6 µM]	·
Cc1cc(=O)oc2c(CN3CCC(C)CC3)c(O)c(Cl)cc12	2%	2%	-17%	-13%	8	2%	0%
O=C(O)c1ccc(Cl)c(S(=O)(=O)Nc2ccccc2C(=O)Nc2ccc(Cl)cc2)c1	-5%	-1%	-44%	-11%	13	-1%	-11%
CN1C(=O)/C(=C/c2ccccc2OCc2cccc(F)c2)N(C)C1=S	-3%	23%	-31%	10%	55	-6%	3%
O=C(O)/C=C/C(=O)N(CC1CCCO1)C1CC(=O)N(c2c(Cl)cccc2Cl)C1=O (centres undefined)	3%	15%	-14%	40µM*	-5	-6%	1%
O=C(NC1CCCCC1)C(c1ccc(F)cc1)N(Cc1cccs1)C(=O)CN1C(=O)c2ccccc2S1(=O)=O (centres undefined)	-1%	0%	-11%	-19%	-12	1%	-17%
Cc1nn(C)c(C(=O)Nc2c(C)nn(Cc3c(F)c(F)c(F)c(F)c3F)c2C)c1Br	5%	-10%	-7%	23%	53	15%	-10%
O=C(OCCN1CCOCC1)C1(c2ccccc2)CCCCC1	1%	·	·	·	-72*	-30%	·
CCc1nc(SCC(=O)NC2CCCC2)c2oc3ccccc3c2n1	2%	-9%	-12%	-13%	4	-8%	0%
C[C@@H]1CN([C@@H](C)CO)C(=O)c2cc(Br)cnc2O[C@H]1CN(C)Cc1cccc(C(=O)O)c1	-3%	·	·	·	12	12%	·
CNC(=S)NNC(=O)c1oc2nc(-c3ccccc3)cc(C)c2c1N	-3%	0%	-14%	1%	37	-8%	-6%
COc1ccc(CCN2C(=O)N(c3ccccc3)C(=O)C2CC(=O)Nc2ccccc2)cc1 (centres undefined)	-5%	·	·	0%	-7	·	10%
N#CC(c1nc2ccccc2nc1N1CCCC1)S(=O)(=O)c1cccs1 (centres undefined)	-9%	2%	-8%	-36%	67	2%	2%
Cc1ccccc1C(NC(N)=O)c1ccccc1 (centres undefined)	-7%	-1%	-7%	-17%	48	-16%	?
COc1ccc(CC(=O)Nc2cc(S(=O)(=O)N3CCOCC3)ccc2N2CCCC2)c(OC)c1	-3%	·	·	·	-23	0%	·
COc1ccc(CNc2oc(COc3ccccc3Cl)nc2C#N)cc1	3%	-3%	-21%	?	9	-21%	1%
O=C(O)c1cccc(COc2ccc(CO)cc2Cl)c1	-9%	?	?	0%	24	0%	-1%
CCCOc1cc(N)ccc1C(=O)OCCN(CC)CC	-4%	·	-15%	-7%	-21	0%	?
O=C1CSC(c2ccc([N+](=O)[O-])cc2)N1C1CCCCC1 (centres undefined)	-4%	1%	1%	19%	14	-2%	3%
CC(=O)Nc1ccc(C=C2C(=O)NC(=O)NC2=O)cc1	?	·	·	·	-9	-8%	·
Cc1nc2ccccc2nc1OCC(=O)Nc1ccc2ccccc2c1	2%	5%	-25%	-1%	40	-6%	1%
O=C(COC(=O)c1ccccc1NC(=O)c1ccco1)Nc1ccc2c(c1)OC(F)(F)O2	18%	-2%	-16%	-17%	-13	-3%	-10%
O=C(NCc1ccco1)c1ccc2c(c1)N(Cc1c(F)cccc1Cl)C(=O)c1ccccc1S2	-2%	·	·	-10%	-26	·	-1%
Cc1cc(C)nc(Sc2c(F)c(F)c(C(F)(F)F)c(F)c2F)n1	1%	-9%	-12%	1%	-9	12%	-3%
O=C(OCC1CCCO1)c1ccc2c(c1)N(Cc1cccc(F)c1)C(=O)c1ccccc1S2(=O)=O (centres undefined)	3%	·	·	0%	0	·	4%
C=C(C)Cn1c(N2CCC(Cc3ccccc3)CC2)nc2c1c(=O)[nH]c(=O)n2C	5%	4%	65%[activator]	2%	-23	-10%	0%
CCOc1ccc(-n2c(-c3ccc(Cl)cc3)c[n+]3c2SCC3)cc1	1%	-14%	0%	7%	?	9%	-13%
C[C@H]1CN([C@@H](C)CO)C(=O)CCCn2nncc2CO[C@H]1CN(C)C(=O)Nc1cccc2ccccc12	5%	·	·	·	-28	11%	·
CN1/C(=C/c2cccc[n+]2C)Sc2ccccc21	-10%	0%	-2%	-10%	-97*	-9%	2%
